# Compound activity (PubChem)
# MDM2 E3 inh = blocks human Mdm2 ubiquitin ligase activity; Q00987; cell-based MDM2 ubiquitination luciferase reporter, 2 h; 0 = plate control, 100 = twice control, blank-subtracted; signal enhancement, % at 5 µM; 210,000 tested, 0.11% active; AID 1230;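 active means signal enhancement of 30% or more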;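 further: luminescence tracks abundance of the self-degrading MDM2-luciferase fusion protein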
# Target sequence (Q00987 whole entry, looked up, the tested form may be a part): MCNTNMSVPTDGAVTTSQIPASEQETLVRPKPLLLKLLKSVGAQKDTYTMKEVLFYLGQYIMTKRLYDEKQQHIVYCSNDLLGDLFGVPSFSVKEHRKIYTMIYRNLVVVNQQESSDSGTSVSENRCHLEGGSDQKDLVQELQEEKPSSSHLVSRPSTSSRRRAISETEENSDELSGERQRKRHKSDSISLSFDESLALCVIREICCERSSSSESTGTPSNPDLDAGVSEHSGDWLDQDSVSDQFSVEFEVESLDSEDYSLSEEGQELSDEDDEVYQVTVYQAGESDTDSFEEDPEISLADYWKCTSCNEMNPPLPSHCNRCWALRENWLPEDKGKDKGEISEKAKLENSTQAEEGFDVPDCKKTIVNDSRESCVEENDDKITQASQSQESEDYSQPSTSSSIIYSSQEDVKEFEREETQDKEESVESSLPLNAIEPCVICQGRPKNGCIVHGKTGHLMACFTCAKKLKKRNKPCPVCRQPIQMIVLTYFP
#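 Assay system: stable mammalian line carrying autodegrading MDM2–luciferase fusion reporter; amount: 2000 cells seeded into each well; buffer or medium: DMEM; benchmarks: plate control and blank wells; signal: luciferase luminescence; timing: 2 h compound exposure at 37 °C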
# TRPML3 agonist = activates the human TRPML3 channel; HEK293 TRPML3-YFP, Fluo-8 calcium fluorescence; 100% = the carbachol control signal; activation, % at 3 µM; 220,000 tested, 0.29% active;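 active means activation above its plate's cutoff, the mean activation of the plate's test wells plus 3 SD, cut at about 12% in these data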;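 further: 0% = DMSO only wells and 100% = carbachol wells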
#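 Test system – HEK293 line with stable expression of human TRPML3-YFP channel · Control set – carbachol 87 µM final as high control (100%), DMSO as low control (0%) · Signal – Fluo-8 calcium dye fluorescence, ex 470-495, em 515-575 nm · Incubation – 1-h 37 °C dye load, 5-s basal, 120-s post-compound reads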
# TRPN1 ag = agonists of zebrafish TRPN1 channel | activation, % at 3 µM | 220,000 tested, 0.18% active | HEK293 zebrafish TRPN1-YFP, Fluo-8 calcium fluorescence; 100% = response to 87 µM carbachol;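 active means activation above its plate's cutoff, the mean activation of test wells on that plate plus 3 SD, cut at about 19% in these data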;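 further: 0% = DMSO alone and 100% = 87 µM carbachol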
#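 Assay system: Zebrafish TRPN1-YFP in HEK293 cells | Incubation: Dye loading 1 h at 37 °C, then 30 min room temperature | Measured by: Kinetic Fluo-8 fluorescence, ex 470-495, em 515-575 nm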
# p47phox inh = p47phox (human) inhibition; P14598; p47phox/p22phox peptide binding, fluorescence polarization, 2 h; inhibition, % at 24.7 µM; 220,000 tested, 0.53% active; AID 1274;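 active means inhibition above about 30%, limit read from the data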;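 further: 0% = p47phox with labelled peptide and 100% = labelled peptide alone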
# Target sequence (P14598 whole entry, looked up): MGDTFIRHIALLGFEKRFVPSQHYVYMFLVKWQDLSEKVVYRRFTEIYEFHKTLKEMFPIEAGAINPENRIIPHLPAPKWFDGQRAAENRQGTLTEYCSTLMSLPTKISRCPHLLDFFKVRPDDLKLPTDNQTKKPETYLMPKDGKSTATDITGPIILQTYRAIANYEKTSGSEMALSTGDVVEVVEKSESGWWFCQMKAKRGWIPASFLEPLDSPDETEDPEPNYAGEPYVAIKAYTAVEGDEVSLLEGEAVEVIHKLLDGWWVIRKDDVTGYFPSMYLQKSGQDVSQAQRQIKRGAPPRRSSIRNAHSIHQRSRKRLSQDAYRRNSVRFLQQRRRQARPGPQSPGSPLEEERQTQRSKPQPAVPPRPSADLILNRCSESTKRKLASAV
# Runt-SMMHC FRET = inhibitors of human RUNX1 Runt domain binding to CBFb-SMMHC | Q01196+Q13951 | Cerulean-Runt/Venus-CBFb-SMMHC FRET ratio 530/480, 1 h | inhibition, % at 20 µM | 220,000 tested, 0.74% active;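 active means mean inhibition across duplicate retests at 20 µM reaching about 50%, limit read from the data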;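 further: 0% = DMSO wells and 100% = wells with excess untagged CBFb-SMMHC; inhibitors lower the FRET ratio by blocking Runt binding to CBFb-SMMHC; some results filed as inactive read as strong as hits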
# EBV gp42 block = blocks Epstein-Barr virus glycoprotein 42 binding; Q1HVG2; inhibition, % (tested at 21.74 µM); 220,000 tested, 0.42% active; Fluorescence polarization binding assay, mP read-out; in the data active means inhibition above about 50%
# Target sequence (Q1HVG2 whole entry, looked up): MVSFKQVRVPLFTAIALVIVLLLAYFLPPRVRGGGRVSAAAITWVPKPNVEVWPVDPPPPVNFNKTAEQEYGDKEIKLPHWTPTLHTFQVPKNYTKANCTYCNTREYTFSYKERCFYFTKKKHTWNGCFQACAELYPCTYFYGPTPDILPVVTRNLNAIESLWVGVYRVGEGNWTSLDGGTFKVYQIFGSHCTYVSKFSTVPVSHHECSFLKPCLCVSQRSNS
# TNF death inh = TNF-alpha cell death inhibition in Jurkat FADD-/- cells. 220,000 tested, 0.068% active. activation (protection from cell death), % at 10 µM. Jurkat FADD-/- TNF necroptosis rescue, ATP luminescence, 24 h; 0 = TNF only, 100 = no-TNF cells;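 active means activation, meaning protection from cell death, of at least 50% relative to plate controls; inactive means activation below 50%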;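 further: necroptosis triggered by 40 ng/mL TNF-alpha added together with compound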
# PPC-1+TRAIL kill = compounds killing PPC-1 cancer cells with TRAIL present (potentiator screen, no TRAIL-free arm); PPC-1 cells + TRAIL, ATPLite viability luminescence; cell killing (% activity), % at 4 µM; 220,000 tested, 0.41% active; AID 1443;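 active means cell killing above 50% in the first pass at 4 µM, then a duplicate retest at 5 µM averaging 50% or more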;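 further: plate controls were cells with TRAIL plus DMSO for no effect and medium-only wells lacking cells for full effect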
# CHOP inhibitor = CHOP inhibition in unfolded protein response | inhibition, % at 10 µM | AID 2732 | CHO-K1 CHOP-promoter luciferase, tunicamycin-induced, 15-18 h | 220,000 tested, 3.8% active;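 active means compounds that reduced the stress-induced luciferase reporter signal by more than about 70% of percent inhibition, limit read from the data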;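 further: 0% = tunicamycin plus vehicle and 100% = wells without tunicamycin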
# Active calls of the source: *; . = not tested or not shown. The order is random, and some 5.9% of all compounds hit somewhere here.
SMILES,MDM2 E3 inh,TRPML3 agonist,TRPN1 ag,p47phox inh,Runt-SMMHC FRET,EBV gp42 block,TNF death inh,PPC-1+TRAIL kill,CHOP inhibitor
CCc1nnc(NC(=O)CSc2nnc(-c3ccncc3)n2Cc2ccccc2)s1,-9,1.1,1.2,-8,-5,-13,1.2,3,22
N#Cc1c(SCC(=O)N2CCOCC2)nsc1SCC(=O)N1CCOCC1,0,0.3,0.2,-9,1,-2,-1.6,-4,13
C/C(CC(=O)C(F)(F)F)=N\NC(=O)/C(C#N)=C/N(C)C,-16,0.5,-0.6,-4,2,-13,0.2,1,-9
Cc1csc(SCC(=O)N2CCN(S(=O)(=O)c3ccccc3)CC2)n1,-15,0.1,0.8,0,1,-22,-0.5,-8,-14
CCc1cc(C(=O)COc2ccc(F)cc2)c(O)cc1O,-9,0.5,1.0,-12,4,-5,-0.3,9,7
CC(C)(C)C(=O)Cn1c(=O)n(CC2CCCO2)c(=O)c2ccccc21 (centres undefined),-4,0.6,0.1,-3,5,8,1.1,15,38
COc1cccc(C2NC(C)(C(=O)O)C3C(=O)N(C(C)C)C(=O)C23)c1O (centres undefined),1,0.6,1.3,-17,1,-2,2.6,20,2
COc1ccc2nc(COC(=O)c3cccs3)c(C(C)=O)[n+]([O-])c2c1,-36,1.3,2.4,-19,-6,-59,1.5,0,5
O=C(O)Cc1c(C(=O)O)nnn1-c1cccc(C(F)(F)F)c1,-3,0.4,0.5,1,-2,-5,-0.3,13,0
COc1cccc(CNC(=O)C2CCCN(S(=O)(=O)c3c(C)[nH]c(=O)[nH]c3=O)C2)c1 (centres undefined),-24,0.3,-0.3,-5,-3,-20,0.9,21,9
CC(=O)Nc1nonc1-c1nc2ccccc2n1Cc1ccccn1,-14,0.3,-0.6,-9,1,-11,-0.3,16,34
COc1ccccc1N1CCN(S(=O)(=O)c2ccc(Br)s2)CC1,12,1.1,-0.8,-36,0,-14,-1.3,-9,17

# Whole records, quoted from the list:
# Shown for Cc1csc(SCC(=O)N2CCN(S(=O)(=O)c3ccccc3)CC2)n1 = MDM2 E3 inh: -15; TRPML3 agonist: 0.1; TRPN1 ag: 0.8; p47phox inh: 0; Runt-SMMHC FRET: 1; EBV gp42 block: -22; TNF death inh: -0.5; PPC-1+TRAIL kill: -8; CHOP inhibitor: -14
# Shown for COc1cccc(C2NC(C)(C(=O)O)C3C(=O)N(C(C)C)C(=O)C23)c1O (centres undefined) = MDM2 E3 inh: 1; TRPML3 agonist: 0.6; TRPN1 ag: 1.3; p47phox inh: -17; Runt-SMMHC FRET: 1; EBV gp42 block: -2; TNF death inh: 2.6; PPC-1+TRAIL kill: 20; CHOP inhibitor: 2

# Continuation:
SMILES,MDM2 E3 inh,TRPML3 agonist,TRPN1 ag,p47phox inh,Runt-SMMHC FRET,EBV gp42 block,TNF death inh,PPC-1+TRAIL kill,CHOP inhibitor
Cn1c(NC(=O)c2ccc(F)c(F)c2)cc(=O)n(C)c1=O,5,0.7,0.0,-6,3,-19,0.5,5,11
N#Cc1ccc(C(=O)NCC(c2ccco2)N2CCCC2)cc1 (centres undefined),-13,0.5,-0.6,-17,1,-10,-0.9,-6,8
COCCCNc1nc2c(c(=O)[nH]c(=O)n2C)n1CC(O)COc1ccccc1C (centres undefined),5,0.3,0.6,4,3,-3,-1.1,-8,7
Cc1ccc(C(=O)CSc2nc(-c3ccccc3)ccc2C#N)cc1,0,1.1,1.0,-23,-152,-73,0.9,14,44
Cc1cc(C(=O)Nc2ccccc2)c(C)o1,-14,0.3,-0.5,-11,4,-6,-1.1,12,-16
C(=N\Nc1nc2ccccc2[nH]1)/c1ccncc1,-5,0.4,0.3,-19,2,-12,30,33,-7
Cc1cccc(NC(=S)NCc2ccc3c(c2)cc(C)n3C)c1C,-7,-0.6,-0.7,-8,-13,2,-13,9,12
Cc1ccc(NC(=O)Cn2nnc3ccccc32)c(C)c1,-16,0.3,-0.1,2,-2,-12,1.4,23,-14
CO/N=C/C(=N\Nc1ccc(C)cc1)C(=O)c1ccc(OC)cc1,-14,0.3,0.9,-6,1,-13,-6.3,6,.
Cn1c(=O)n(Cc2ccco2)c(=N)c2c3c(sc21)CCC3,-12,-0.3,0.0,-9,-2,6,-1.0,13,65
O=C(Nc1ccc(OC(F)(F)F)cc1)c1ccc2ccccc2n1,-8,1.0,0.5,-7,-2,0,0.1,0,47
CCOc1ccccc1-c1nc(C(N)=O)c2[nH]c(=O)n(-c3ccccc3)c2n1,-16,-0.7,0.6,2,2,11,-0.3,-11,10
Nc1nnc(SCC(=O)c2ccco2)s1,3,1.1,1.5,-12,4,-16,-1.0,10,39
COCCCn1c(=O)/c(=C\c2ccccc2OC(F)F)s/c1=C(/C#N)C(N)=O,-19,0.8,2.1,-4,-8,-7,0.9,2,10
Cc1cc2ccccn2c1C(C[N+](=O)[O-])c1ccc(N(C)C)cc1 (centres undefined),-15,2.0,3.4,-15,-25,-8,-1.0,23,-40
COc1ccc(NC(=O)CC2SC3=NCCN3C2=O)cc1 (centres undefined),-5,0.8,0.4,-1,3,-1,1.1,0,7
O=C(c1ccc(Cl)c(S(=O)(=O)NCc2ccccc2)c1)N1CCN(c2ccccn2)CC1,-5,0.9,4.1,-1,-4,-21,-9.9,25,24
CN1c2ccccc2C(C)(C)C12CC(c1ccc(S(=O)(=O)N3CCCCC3)cc1)=NO2 (centres undefined),-12,-0.1,0.4,-8,0,15,4.1,-20,-14
CCc1nnc(NC(=O)CCc2ccc(C)o2)s1,-10,0.3,-0.5,-2,2,8,5.8,10,75*
COc1ccc(/C=N/NC(=O)c2nc(-c3ccccc3)n(-c3ccccc3)n2)cc1,3,0.4,0.1,-14,-1,-1,1.0,7,33
O=C(CC(C(=O)O)C1CCCO1)NCCc1ccc2c(c1)OCO2 (centres undefined),-16,0.7,1.5,-3,-2,-8,-0.1,-26,-2
COc1ccc(S(=O)(=O)Cc2ccc(C(=O)NCc3ccccn3)o2)cc1,-11,-0.1,1.8,0,-1,-5,0.4,17,-14
O=c1[nH]n2c(=O)c3c([nH]c2c1N=Nc1cccc(Cl)c1)CCC3,-3,-0.1,-0.9,2,-2,52*,0.4,6,9
COc1cc(NC(=S)N2CCCC(C)C2)c(OC)cc1Cl (centres undefined),-8,-0.8,-1.8,-4,26,-20,0.0,12,-15
COC(=O)c1cccc(NC(=O)c2cccc(OC)c2)c1,-7,-0.5,-0.9,15,-2,2,-2.5,2,-14
Cc1cc(NC(=O)CSc2ccc3nnc(-c4ccccn4)n3n2)no1,-9,0.1,2.3,-8,-2,-12,-0.2,-1,29
COc1ccc(Cl)cc1NC(=O)NC(C)c1ccncc1 (centres undefined),-8,0.0,-1.0,-1,-1,-5,-1.0,-10,-25
CCOC(=O)c1nnn(-c2nn3nnnc3c3ccccc23)c1C,-2,0.5,0.7,-8,-7,-23,2.8,16,-2
C1CCCC(NC2=NCCO2)CCC1,-17,1.3,3.2,-16,0,-15,0.4,-4,-6
C/C(=N\NC(=O)c1ccco1)c1ccc(NC(=O)c2cccs2)cc1,8,1.2,1.4,-10,2,0,2.9,-5,12
Cn1c(SCC(=O)Nc2ccc(Br)cc2F)nnc1-c1ccco1,-9,-0.1,-1.0,-5,-1,-13,0.1,10,24
COc1cc(OC)c(S(=O)(=O)Nc2ccc(C)cn2)cc1NC(C)=O,-6,0.3,-0.3,1,1,-11,0.9,10,1
COC(=O)c1ccc(COc2ccccc2/C=C(\C#N)C(=O)Nc2c(C)cccc2C)cc1,7,0.1,0.7,-10,1,-10,-24,-5,-76
COc1ccc(N2CCN(Cc3nc4c(c(=O)n(C)c(=O)n4C)n3CC(C)=O)CC2)cc1,4,0.1,0.7,-5,-3,-17,-1.1,-4,11
CCC(=O)Nc1ccccc1Sc1ncnc2scc(-c3ccccc3)c12,-11,-0.8,-1.8,-5,1,-15,-0.8,25,32
C=CCn1c(Cc2c(C)[nH]c3ccccc23)nnc1SCC(=O)NCc1ccc(F)cc1,.,1.3,-0.7,-5,-29,-13,-0.9,5,3

# 2 of the compounds above, with two lines to a compound.
# Values run as follows: MDM2 E3 inh | TRPML3 agonist | TRPN1 ag | p47phox inh | Runt-SMMHC FRET | EBV gp42 block | TNF death inh | PPC-1+TRAIL kill | CHOP inhibitor
COCCCn1c(=O)/c(=C\c2ccccc2OC(F)F)s/c1=C(/C#N)C(N)=O
 : -19 | 0.8 | 2.1 | -4 | -8 | -7 | 0.9 | 2 | 10
COCCCNc1nc2c(c(=O)[nH]c(=O)n2C)n1CC(O)COc1ccccc1C (centres undefined)
 : 5 | 0.3 | 0.6 | 4 | 3 | -3 | -1.1 | -8 | 7

# Continuation.
SMILES,MDM2 E3 inh,TRPML3 agonist,TRPN1 ag,p47phox inh,Runt-SMMHC FRET,EBV gp42 block,TNF death inh,PPC-1+TRAIL kill,CHOP inhibitor
CNC(=S)NNC(=O)c1ccc(=O)n(Cc2cccc(C(F)(F)F)c2)c1,-4,-2.1,1.5,-12,0,-10,-0.3,-6,-4
O=Nc1c(O)[nH]c2ccc(Cl)cc12,-7,0.3,0.5,-2,1,-7,-2.1,20,14
CCCc1ccc(C(=O)NNC(=O)c2ccc(Cl)cc2)cc1,-4,-0.1,0.0,-1,-2,11,-2.7,10,-15
CCCCCCSc1nnc2[nH]c(=O)cc(N)n12,-5,-0.1,1.3,-4,-5,6,0.1,-12,13
Cc1nn(CC(=O)NC(C)c2ccccc2)c(C)c1[N+](=O)[O-] (centres undefined),6,-0.2,0.6,3,.,-7,0.3,.,13
COc1ccc(CN(Cc2cccn2C)C(=O)c2cc3cc(OC)ccc3[nH]2)cc1,-3,0.6,0.5,-21,1,-19,0.5,19,2
CC(=O)Nc1ccc2nsnc2c1,-42,0.8,1.4,-10,-1,-10,-1.7,5,16
CSc1cccc(NC(=O)C2CCCN(S(=O)(=O)c3cnc[nH]3)C2)c1 (centres undefined),-10,-0.7,0.7,-6,2,-23,0.5,27,-8
Cc1ccc2c(CC(=O)OC3CCOC3=O)coc2c1 (centres undefined),2,0.8,-0.2,-3,-2,-11,1.3,-3,11
O=C(O)CCS(=O)(=O)Cc1ccccc1Cl,-12,0.8,-0.5,-3,2,-23,0.9,-2,-30
CC(C)OCCCNC(=S)NNC(=O)c1ccc(Cl)c(Cl)c1,-6,0.8,0.2,-2,1,-9,0.0,13,-5
CCc1ccc(-n2cc(-c3ccc(F)cc3)[n+]3c2SCCC3)cc1,-16,0.8,0.9,-8,0,-12,-3.2,38,13
COCCCn1c(SCc2ccccc2)nc2cc(OC)c(OC)cc2c1=N,6,-0.4,-1.2,-8,-11,16,1.4,15,26
CC(C)C(NC(=O)OCc1ccccc1)C(=O)OCC(=O)N1C(C)CCCC1C (centres undefined),-10,0.5,0.6,3,-1,-7,2.6,10,-2
COc1ccc(N2CCN(C(c3ccccc3)c3nnnn3Cc3ccc(F)cc3)CC2)cc1 (centres undefined),-23,-0.6,-0.6,-6,2,-6,0.7,7,26
Cc1cc(C)cc(N2CCN(C(=O)N3CCOCC3)CC2)c1,-19,0.2,-0.5,4,-3,4,0.1,17,17
